# Screening data from PubChem.
# BAP1 block = inhibitors of human BAP1 deubiquitinase; AID 436; activity remaining (% of control), % at 20 µM; recombinant BAP1, Ub-AMC hydrolysis fluorescence kinetic; active compounds read low; Q92560; 72,000 tested, 0.48% active;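 active means activity remaining at or below 50% of control, provided the compound also passes the data quality filters; inactive means the rest, including low values that fail the filters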;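 further: 100% = DMSO wells rate and 0% = substrate alone blank rate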
# Target sequence (Q92560 whole entry, looked up): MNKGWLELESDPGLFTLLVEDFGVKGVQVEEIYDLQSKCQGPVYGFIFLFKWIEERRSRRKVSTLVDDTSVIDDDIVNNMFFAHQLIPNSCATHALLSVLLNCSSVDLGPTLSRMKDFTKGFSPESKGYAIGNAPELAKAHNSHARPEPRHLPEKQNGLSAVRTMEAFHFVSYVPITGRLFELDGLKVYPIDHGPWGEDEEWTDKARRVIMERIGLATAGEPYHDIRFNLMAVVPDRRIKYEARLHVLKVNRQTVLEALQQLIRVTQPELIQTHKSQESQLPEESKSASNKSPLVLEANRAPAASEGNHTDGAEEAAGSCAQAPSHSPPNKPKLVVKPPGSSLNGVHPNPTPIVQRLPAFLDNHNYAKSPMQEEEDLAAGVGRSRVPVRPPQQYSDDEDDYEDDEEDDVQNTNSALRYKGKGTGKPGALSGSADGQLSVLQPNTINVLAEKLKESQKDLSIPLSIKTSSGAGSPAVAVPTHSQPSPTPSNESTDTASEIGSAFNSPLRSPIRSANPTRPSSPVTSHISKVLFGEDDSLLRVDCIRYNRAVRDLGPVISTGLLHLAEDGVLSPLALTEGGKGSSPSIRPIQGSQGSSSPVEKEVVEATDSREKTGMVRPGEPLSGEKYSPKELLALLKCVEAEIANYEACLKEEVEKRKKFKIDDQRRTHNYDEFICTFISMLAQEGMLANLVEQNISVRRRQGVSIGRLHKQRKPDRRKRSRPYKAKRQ
# HePTP inhibitor = human HePTP phosphatase inhibition | 110,000 tested, 0.64% active | recombinant HePTP phosphatase activity, OD absorbance | inhibition, % at 20 µM | P35236; in the data active means inhibition above about 50%;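 further: plate controls were vehicle for no effect and reference inhibitor for full effect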
# Target sequence (P35236 whole entry, looked up): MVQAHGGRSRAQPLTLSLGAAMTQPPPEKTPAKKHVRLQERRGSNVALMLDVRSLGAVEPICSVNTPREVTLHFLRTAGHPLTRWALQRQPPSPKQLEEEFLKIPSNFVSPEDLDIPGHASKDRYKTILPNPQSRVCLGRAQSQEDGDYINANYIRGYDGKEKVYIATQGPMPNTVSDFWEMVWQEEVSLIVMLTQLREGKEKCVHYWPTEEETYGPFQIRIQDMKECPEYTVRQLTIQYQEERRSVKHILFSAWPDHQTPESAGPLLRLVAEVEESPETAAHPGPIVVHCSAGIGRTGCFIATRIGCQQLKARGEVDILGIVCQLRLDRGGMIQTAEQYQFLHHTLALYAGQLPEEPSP
# * hit, by the source's call; x = no result given; & = joins results of further samples.
Compound | BAP1 block | HePTP inhibitor
C=CCNc1nc2c(c(=O)n(C)c(=O)n2C)n1Cc1ccc(F)cc1 | 88 | -2
O=C1c2cccnc2C(Nc2ccc(S(=O)(=O)N3CCCCC3)cc2)N1Cc1ccccc1 (stereo not drawn) | 102 | 2
O=C(O)c1ccc(COc2c(F)c(F)cc(F)c2F)cc1 | 55 | 5
CCNC(=O)CC1C(=O)N(c2ccccc2)C(=O)N1Cc1ccc(OC)cc1 (stereo not drawn) | 107 | 8
CCN1CCN(Cc2ccc3c(c2)Cc2ccccc2-3)CC1 | 88 | 8
COc1cccc(-c2cc(C(F)(F)F)n3ncc(C(=O)NCC4CCCO4)c3n2)c1 (stereo not drawn) | 106 | 5
CCCNC(=O)C(Cc1ccccc1)NS(=O)(=O)c1cccc2nsnc12 (stereo not drawn) | 95 | 7
O=C(NC12CC3CC(CC(C3)C1)C2)c1ccc(F)cc1 | x | -14
O=C(NCc1cccs1)c1ccncc1 | 97 | 3
O=C(O)c1cc(-c2ccc(Cl)cc2)nc2ccc(Br)cc12 | x | 2
CCCN(CCC)C(=O)C1c2ccccc2Oc2ccccc21 | 104 | -5
O=C1CC(N2CCN(c3ccccc3Cl)CC2)C(=O)N1c1cccc(F)c1 (stereo not drawn) | 68 | 6
CCC(C)C(NC(=O)OC(C)(C)C)C(=O)NCc1ccco1 (stereo not drawn) | 119 | 5
NC(N)=Nc1nc2ccccc2o1 | 99 | x
O=C(/C=C/c1ccccc1)NC(=S)Nc1cccnc1 | x | 6
CC1=C(C(=O)OC2CCCCCC2)C(c2ccccc2)NC(=O)N1 (stereo not drawn) | x | 0
CNc1ncnc2c1ncn2[C@@H]1O[C@H](CO)[C@H](O)C1O (stereo partly drawn) | 99 | x
COc1ccc(/C=C2\SC(=S)N(CCCC(=O)Nc3ccccc3)C2=O)cc1 | x | -1
CCN(C1CCCCC1)S(=O)(=O)c1ccc(S(=O)(=O)NCCc2ccncc2)cc1 | 99 | -2
Cc1nn(C(=O)c2ccnn2C)c(C)c1Br | x | 7
Cc1ccc(S(=O)(=O)N2CCN(c3nc(C)c4c(c3C#N)CC(C)(C)OC4)CC2)cc1 | x | 6
COc1ccc(-c2cc(=O)[nH]c(=O)[nH]2)cc1 | 129 | 5
CSc1nnc(-c2ccccc2)c(-c2ccccc2)n1 | x | 3
Ic1cccc(/C=N/n2cnnc2)c1 | x | 3
COc1ccc(C2c3c(oc4ccccc4c3=O)C(=O)N2c2ccccn2)cc1 (stereo not drawn) | 88 | 7

# Overlap with the part before: 7 entries, then new ones.
Compound | BAP1 block | HePTP inhibitor
CCN(C1CCCCC1)S(=O)(=O)c1ccc(S(=O)(=O)NCCc2ccncc2)cc1 | 99 | -2
Cc1nn(C(=O)c2ccnn2C)c(C)c1Br | x | 7
Cc1ccc(S(=O)(=O)N2CCN(c3nc(C)c4c(c3C#N)CC(C)(C)OC4)CC2)cc1 | x | 6
COc1ccc(-c2cc(=O)[nH]c(=O)[nH]2)cc1 | 129 | 5
CSc1nnc(-c2ccccc2)c(-c2ccccc2)n1 | x | 3
Ic1cccc(/C=N/n2cnnc2)c1 | x | 3
COc1ccc(C2c3c(oc4ccccc4c3=O)C(=O)N2c2ccccn2)cc1 (stereo not drawn) | 88 | 7
COC(=O)C1=C(C)N(C)C(C)=C(C(=O)OC)C1c1ccc(OCc2ccccc2)cc1 | x | 5
CCOC(=O)N/N=C/c1ccc(F)cc1 | x | 13
CCOC(=O)C(=CNc1ccc(OCc2ccccc2)cc1)C(=O)OCC | x | 4
O=C(Nc1ccc(F)cc1F)NC1CC(=O)N(Cc2ccccc2)C1 (stereo not drawn) | 116 | -12
CCOC(=O)N1CCC(NC(=O)CSCc2nc(-c3ccc(OC)c(OC)c3)oc2C)CC1 | 90 | 6
Cn1cc(CN2CCc3ccccc3C2)c2ccccc21 | 103 | 11
O=C(c1ccc(NC2=NC3CS(=O)(=O)CC3S2)cc1)N1CCN(C(=O)c2ccco2)CC1 (stereo not drawn) | 92 | 7
Cc1ccc(NC(=O)C2CCN(C(=O)NC3CCCCC3)CC2)cc1Cl | 103 | 6
CCN(CC)c1cccc(OCC(=O)N(C)CCC#N)c1 | 108 | 1
COc1ccc(CCNC(=O)C(=O)N2CCCCCC2)cc1OC | x | 7
Cc1cc(Cl)ccc1OCCCC(=O)Nc1ccc2c(c1)OCCO2 | x | -8
CCOC(=O)C1CCCN(CCC(=O)Nc2c(C(=O)OC)[nH]c3cc(OC)ccc23)C1 (stereo not drawn) | 86 | 6
Cc1cc(C)n(-c2nc3ccccc3nc2Nc2ccc3[nH]c(=O)[nH]c3c2)n1 | 93 | -7
Fc1ccc(Nc2nc(-c3ccncc3)nc3ccccc23)cc1F | x | 18
COc1ccccc1NC(=O)c1ccccc1NS(=O)(=O)c1ccc(C)cc1 | x | -9
CCC(C(=O)Nc1cc(C)cc(C)n1)c1ccccc1 (stereo not drawn) | x | 5
COc1ccc2ccccc2c1-c1cc(C(=O)N/N=C/c2ccc(C)cc2)[nH]n1 | x | -5
Cc1ccc(OCCn2nc3ccccc3n2)c(C)c1 | 135 | 2
Cc1cc2c(cc(C(=O)OCC(=O)NCc3cccs3)n2C(C)C)o1 | 96 | 12
CN(C)/C=C1\C(=O)N(c2ccc([N+](=O)[O-])cc2)N=C1c1ccccc1 | x | 3
Cc1ccccc1C1Nc2ccc3ncccc3c2C2=C1C(=O)CC(C)(C)C2 (stereo not drawn) | 121 | x
O=C(CSCC(=O)Nc1ccccc1)NCc1ccccc1 | x | -8
CC(=O)C(C(=O)c1ccccc1)C(=O)c1ccccc1 | x | -1
COc1ccc(CC(=O)NC(Cc2ccc(OC)c(OC)c2)C(=O)O)cc1OC (stereo not drawn) | x | -12
Cc1cc(C)nc(/N=C(/N)Nc2ccc(C)c([N+](=O)[O-])c2)n1 | x | 8
Cc1ccc(Nc2nc(C(=O)N3CCC(C(=O)NCCN4CCOCC4)CC3)cs2)cc1 | 103 | 7
CC(C)CNC(=O)COc1ccc(Br)cc1 | x | 1
Cc1cccc(NC(=O)C(C)Oc2cccc(Cl)c2)n1 (stereo not drawn) | x | 4
Cc1c(C(=O)NCC2CCCO2)oc2ccc3c(c12)C(=O)CC(C)(C)O3 (stereo not drawn) | x | 4
O=C(CSc1ccc(Cl)cc1)N1CCOCC1 | 88 | 6
CCCCOC(=O)C1=C(C)N(C)C(=O)NC1c1ccc(O)c(OC)c1 (stereo not drawn) | x | 4
COC(=O)Cc1c(C)nc2nc(-c3cccnc3)[nH]n2c1=O | 101 | 8
O=C(Cn1cccc1)Nc1ccc(F)cc1F | 89 | 2
Cc1ccc(C(=O)Cn2c(NCCO)nc3ccccc32)cc1 | 100 | 13
CSc1nsc(SC)c1NC(=O)OCCN1CCOC1=O | x | 6
CCCCNC(=O)CSc1nccn1Cc1ccccc1 | 105 | -5
O=C(/C=C/c1cc2c(cc1[N+](=O)[O-])OCCO2)c1c(-c2ccccc2)c2cc(Cl)ccc2[nH]c1=O | x | -16
CC(=O)c1cccc(NC(=O)COc2ccccc2)c1 | 67 | 2
COc1ccc(N(CC(=O)N2CCOCC2)S(C)(=O)=O)c(OC)c1 | x | -7
O=C(NC(NC(=S)Nc1ccccc1)C(Cl)(Cl)Cl)c1ccccc1F (stereo not drawn) | x | 4
CNc1nc(Nc2ccc(C(C)=O)cc2)nc(OC(C(F)(F)F)C(F)(F)F)n1 | x | 2
COc1ccc(/C=C(\NC(=O)c2ccccc2)C(=O)Nc2cccc(C)c2)cc1OC | x | 2
COc1cccc(/C=C2/C(=O)NC(=O)N(c3cc(C)cc(C)c3)C2=O)c1O | x | 8
COc1ccc(Cl)cc1N1C(=O)C2C(c3ccc(Cl)cc3)OC3(C(=O)c4ccccc4C3=O)C2C1=O (stereo not drawn) | x | 4
Cc1nn2c(-c3ccccc3)c(-c3ccccc3)nc2[nH]c1=O | 79 | 4
COc1cccc(NC(=O)Cn2cc3c(n2)CCCCC3)c1 | 103 | 9
CC(C)Cn1cnc2c1c(=O)n(CC(=O)Nc1ccc3c(c1)OCO3)c(=O)n2Cc1ccccc1 | 142 | 2
Cc1cccc(OCC(=O)N/N=C/c2ccncc2)c1 | x | 6
CS(=O)(=O)N1CCCCCC1 | 64 | x
CC(C)(C)c1csc(NC(=O)CSc2nc3ccccc3c(=O)[nH]2)n1 | 91 | 6

# Another view of three compounds above:
BAP1 block | HePTP inhibitor | structure
x | 4 | Cc1cccc(NC(=O)C(C)Oc2cccc(Cl)c2)n1 (stereo not drawn)
x | 4 | Cc1c(C(=O)NCC2CCCO2)oc2ccc3c(c12)C(=O)CC(C)(C)O3 (stereo not drawn)
88 | 6 | O=C(CSc1ccc(Cl)cc1)N1CCOCC1

# Next section:
canonical_smiles	BAP1 block	HePTP inhibitor
COCON1C(=O)CN(C(C)=O)C1c1ccc(Cl)cc1Cl (stereo not drawn)	95	12
CCOC(=O)C1(C)C=C(Nc2cccc([N+](=O)[O-])c2)C(=O)N1c1ccccc1 (stereo not drawn)	x	2
COc1ccc(NC(=O)NS(=O)(=O)c2ccc(C)cc2)c(OC)c1	107	4&2
Cc1ccc(-c2noc(COc3ccc4ccccc4c3)n2)cc1	x	4
O=C(COc1ccc(Cl)cc1Br)NCCCN1CCOCC1	x	-6
Cc1cc2c3c(c1)C1(C(=O)N3C(C)(C)CC2C)C(C#N)=C(N)Oc2n[nH]c(C)c21 (stereo not drawn)	171	8
O=C(Cc1ccccc1)NC(CCC(=O)OCc1ccccc1)C(=O)NCCO (stereo not drawn)	x	9
CS(=O)(=O)N1CCN(C(=O)C(Sc2ccccc2)c2ccccc2)CC1 (stereo not drawn)	67	8
CC(c1ccco1)N(C(=O)COc1ccc(Cl)cc1Cl)c1ccccn1 (stereo not drawn)	90	-1&-6
Cc1cc(OCC(=O)NCCc2ccccc2)ccc1Cl	x	11
N#Cc1nc(COc2ccccc2F)oc1NCCc1ccccc1	93	1
CC(=O)c1cccc(NC(=O)c2cnn3ccccc23)c1	90	-8
Cc1nc(CN2CCN(C(=O)NC3(c4ccccc4)CC3)CC2)cs1	111	-5
CCOc1ccc(N(CC(=O)O)S(=O)(=O)c2ccc(SC)cc2)cc1	x	7
O=P(Cc1ccccc1O)(c1ccccc1)c1ccccc1	x	-7
COC(=O)c1sc2ccccc2c1NC(=O)c1ccccc1Br	185	x
CSCCOC(=O)C1=C(C)NC(=O)NC1c1ccc(O)c([N+](=O)[O-])c1 (stereo not drawn)	x	-3
COc1ccc(Cl)cc1NC(=O)CN(C1CCCCC1)S(C)(=O)=O	77	9
O=C(COC(=O)c1cccs1)NCc1ccccc1	113	2
O=C(CC1S/C(=N\N=C\c2ccccc2)NC1=O)Nc1ccccc1Br (stereo not drawn)	x	-2
COc1cc([N+](=O)[O-])ccc1NC(=O)COc1ccc(-c2ccc(C)cc2)cc1	x	-16
CC(C)N(C(=O)C1CCCCC1C(=O)O)C(C)C (stereo not drawn)	x	6
CCn1cc(/C=C(/C#N)S(=O)(=O)c2ccccc2)cn1	74	-8
CCc1ccccc1NC(=O)CN(c1ccc(OC)cc1OC)S(C)(=O)=O	x	8
Cc1ccc(NCC(O)Cn2c3ccccc3c3ccccc32)c(C)c1 (stereo not drawn)	x	7
Cc1ccc(S(=O)(=O)NCC(=O)NC2CCCCCC2)cc1	103	13
Fc1ccc(CN2CCCCCCC2)cc1F	96	-5
c1ccc(-c2ccc(-c3ncc(-c4ccccc4)o3)cc2)cc1	492	x
CN[C@H](CC(=O)O)C(=O)O	94	x
COc1ccc(Oc2c(-c3ccc(O)cc3O)n[nH]c2C)cc1	96	10
O=C(NCC1COc2ccccc2O1)c1ccc(Cl)cc1 (stereo not drawn)	90	-4
Cc1cc(Br)ccc1N1C(=O)/C(=C/c2ccc(F)cc2)C(=O)NC1=S	x	4
CCOC(=O)c1c(-c2ccc(Cl)cc2)csc1NC(=O)c1ccccc1OC	x	-3
O=C(NCc1cccnc1)C1CCCN(S(=O)(=O)c2ccccc2)C1 (stereo not drawn)	x	-8
Cn1c(=O)c2nc(Cl)n(Cc3ccc(Cl)cc3Cl)c2n(C)c1=O	x	12
CC(C)c1ccc(NC(=O)COc2ccc3ccccc3c2)cc1	x	-4
CCOc1ccc(N(CC(=O)NCCc2ccccc2)S(=O)(=O)c2ccc(Br)cc2)cc1	x	8
O=C(O)CCCC(=O)Nc1ccc(Cl)c(Cl)c1	111	4
CN(CCC#N)C(=O)COC(=O)c1ccc(Cl)c(S(N)(=O)=O)c1	111	10
CCOC(=O)c1cc(-c2cccs2)nc2onc(C)c12	182	-6
CCOC(=O)C(C(=O)OCC)C(=O)c1cc(OC)c(OC)c(OC)c1	114	1
CC12C(=O)C(C)(C(c3ccccc3)=C1c1ccccc1)C1C(=O)N(c3ccccc3Cl)C(=O)C12 (stereo not drawn)	x	-22
CC(C)NC[C@H](O)COc1ccc(CC(N)=O)cc1	93	x
COc1ccc(Cl)cc1S(=O)(=O)n1cnc2ccccc21	89	15&-2
Cc1cc(OCC(=O)NC2CC(C)(C)NC(C)(C)C2)ccc1Br	x	2
Cc1ccc(S(=O)(=O)N/N=C/c2ccc(OC(=O)c3ccccc3[N+](=O)[O-])cc2)cc1	x	-2
CC1(c2ccccc2)CC(C)(C)N(C(=O)CSC#N)c2ccccc21 (stereo not drawn)	104	x
CN(Cc1cc(=O)[nH]c2ccccc12)C(=O)c1ccccc1	122	3
CCSc1nc2c(c(=O)[nH]c(=O)n2C)n1C/C=C(/C)Cl	92	-6
Cc1c(C(=O)Nc2ccc([N+](=O)[O-])cc2)cnn1-c1ccccc1	x	-10
O=C(NCC(c1cccnc1)N1CCOCC1)C1CCCCC1 (stereo not drawn)	116	4
Cc1cnc(NC(=O)CSc2nc3ccccc3c(=O)[nH]2)s1	103	8
